aSyn tox rescue: qHTS of alpha-syn Inhibitors: NCGC Sytravon Library Screen. S. cerevisiae alpha-synuclein toxicity rescue, BacTiter-Glo growth, 24 h. 94,000 tested, 0.02% active. Potency, µM (top dose mostly 46.1 µM), without a hit: top-dose growth rescue (activation), most hits filed as activators; active = well fitted activation curve with a large enough effect; inconclusive = small, poorly fitted or top-dose-only effect; note: 0% is about no effect
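Growth restoration measured by BacTiter-Glo luminescence after 24 hr at 30 deg C; alpha-synuclein yeast, raffinose-pregrown to mid-log, were added at OD600=0.02 in galactose medium onto pinned compounds.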
The depositor's hits bear a star; & = joins results of further samples; [ ] = another dose, or the depositor's remark. Potency is the fitted concentration of half-maximal effect. These rows are one share of the data (hit frequency here may not be typical).

Results for O=C(CNc1n[nH]c(=O)[nH]c1=O)N/N=C/c1cccnc1 ?
aSyn tox rescue: -44.1%[inhibitor]

What do the screens show for `O=C(COC(=O)c1ccccc1NCCO)NNC(=O)c1cccs1`?
aSyn tox rescue: 1.1%

How did COc1cc2c(C(=O)N3CCN(c4cc(Cl)ccc4C)CC3)cn(CC(C)C)c(=O)c2cc1OC do in these assays?
aSyn tox rescue: 3.2%

Results for COc1ccc(C2=NS(=O)(=O)N(C)C(C(=O)Nc3ccc(C)cc3)=C2)cc1 ?
aSyn tox rescue: 6.9%

How did Cc1cc(=O)n2nc(N3CCCC3C(=O)Nc3ccc(C(C)C)cc3)sc2n1 (stereo unspecified) do in these assays?
aSyn tox rescue: 5.0%

Results for CCS(=O)(=O)N1CC(=O)N(c2ccc(Cl)cc2C)C(C)(C(=O)NC2CCCCCC2)C1 (stereo unspecified) ?
aSyn tox rescue: 4.3%

How did Cc1ccccc1CC1(CO)CCCN(C(=O)c2ccc3ncccc3c2)C1 (stereo unspecified) do in these assays?
aSyn tox rescue: 4.4%

Results for O=C(COC(=O)C1CC1)NCCNC(=O)COC(=O)C1CC1 ?
aSyn tox rescue: -6.0%

What do the screens show for `COc1ccc(OC)c(C2c3c(oc4ccc(C)cc4c3=O)C(=O)N2CCCN(C)C)c1` (stereo unspecified)?
aSyn tox rescue: 0.3%

What do the screens show for `COc1ccc(Cn2nnc3c(=O)[nH]c(C4CCCN(C(=O)c5ccc(C)cc5)C4)nc32)cc1` (stereo unspecified)?
aSyn tox rescue: 7.9%

How did CCOc1cc(C(=O)OC(C)C(=O)Nc2ccc(S(N)(=O)=O)cc2)ccc1OCC(=O)N1CCOCC1 (stereo unspecified) do in these assays?
aSyn tox rescue: -9.8%

What do the screens show for `COc1ccccc1N(CC(=O)NCC1CCCO1)C(=O)CNS(=O)(=O)c1ccc(Cl)cc1` (stereo unspecified)?
aSyn tox rescue: 0.6%

A section from further up, as a working copy:
Results for O=C(CNc1n[nH]c(=O)[nH]c1=O)N/N=C/c1cccnc1 ?
aSyn tox rescue: -44.1%[inhibitor]

What do the screens show for `O=C(COC(=O)c1ccccc1NCCO)NNC(=O)c1cccs1`?
aSyn tox rescue: 1.1%

How did COc1cc2c(C(=O)N3CCN(c4cc(Cl)ccc4C)CC3)cn(CC(C)C)c(=O)c2cc1OC do in these assays?
aSyn tox rescue: 3.2%

Results for COc1ccc(C2=NS(=O)(=O)N(C)C(C(=O)Nc3ccc(C)cc3)=C2)cc1 ?
aSyn tox rescue: 6.9%

How did Cc1cc(=O)n2nc(N3CCCC3C(=O)Nc3ccc(C(C)C)cc3)sc2n1 (stereo unspecified) do in these assays?
aSyn tox rescue: 5.0%

Results for CCS(=O)(=O)N1CC(=O)N(c2ccc(Cl)cc2C)C(C)(C(=O)NC2CCCCCC2)C1 (stereo unspecified) ?
aSyn tox rescue: 4.3%

Molecules shown so far with four or more nitrogen atoms (3):
Results for O=C(CNc1n[nH]c(=O)[nH]c1=O)N/N=C/c1cccnc1 ?
aSyn tox rescue: -44.1%[inhibitor]

How did Cc1cc(=O)n2nc(N3CCCC3C(=O)Nc3ccc(C(C)C)cc3)sc2n1 (stereo unspecified) do in these assays?
aSyn tox rescue: 5.0%

What do the screens show for `COc1ccc(Cn2nnc3c(=O)[nH]c(C4CCCN(C(=O)c5ccc(C)cc5)C4)nc32)cc1` (stereo unspecified)?
aSyn tox rescue: 7.9%

More records:
What do the screens show for `O=C(Nc1ccncc1)c1ccc(Cl)c(S(=O)(=O)N2CCc3ccccc32)c1`?
aSyn tox rescue: -0.1%

Results for CCCN(C)C[C@H]1Oc2cc(C#Cc3ccc(F)cc3)ccc2S(=O)(=O)N([C@H](C)CO)C[C@@H]1C ?
aSyn tox rescue: 11.5%

How did COc1ccc2c(c1)CCc1c(C(=O)Nc3cnn(Cc4ccc(Cl)cc4Cl)c3)noc1-2 do in these assays?
aSyn tox rescue: -3.9%

How did COc1ccc(-c2cc(C(=O)Nc3cc(C)nn3-c3ccccc3)no2)cc1OC do in these assays?
aSyn tox rescue: 0.1%

Results for Cc1cc(Cl)ccc1NC(=O)CCS(=O)(=O)c1ccc2c(c1)CC(C)N2C(=O)C1CC1 (stereo unspecified) ?
aSyn tox rescue: -2.3%

How did COC(=O)C(O)(NC(=O)c1ccncc1)C(F)(F)F (stereo unspecified) do in these assays?
aSyn tox rescue: -6.6%

Results for CCOC(=O)C(=O)Nc1ccc(OC)c(Cl)c1 ?
aSyn tox rescue: -2.1%

What do the screens show for `Cc1ccc(CNc2ncnc3onc(-c4ccc(F)cc4)c23)cc1`?
aSyn tox rescue: -2.4%

How did COc1ccc(-c2cc(C(=O)Nc3c(C)nn(Cc4ccccc4C)c3C)no2)cc1 do in these assays?
aSyn tox rescue: 0.0%

What do the screens show for `CCOc1ccccc1NC(=O)Cn1cnc2sc(C)c(S(=O)(=O)N3CCC(C)CC3)c2c1=O`?
aSyn tox rescue: -1.2%

Results for O=C(Nc1cccc(Cl)c1)c1csnn1 ?
aSyn tox rescue: -7.6%

What do the screens show for `Fc1ccc(OCc2nc(-c3ccncc3)n[nH]2)cc1`?
aSyn tox rescue: 8.2%

Results for COc1ccc(OC)c(S(=O)(=O)Nc2cc3c(cc2C)n(C)c(=O)c(=O)n3C)c1 ?
aSyn tox rescue: inconclusive

How did O=C(c1ccc(Cl)cc1[N+](=O)[O-])N1CCOCC1 do in these assays?
aSyn tox rescue: 3.1%

How did C[C@H]1CN([C@@H](C)CO)C(=O)CCCn2nncc2CO[C@@H]1CN(C)Cc1cccc2c1OCCCO2 do in these assays?
aSyn tox rescue: -10.7%

How did COc1ccc(-n2ccnc(NCc3ccc(C)cc3)c2=O)cc1OC do in these assays?
aSyn tox rescue: 5.0%

Results for CCn1c2ccccc2c2cc(NC(=O)c3ccccc3-c3ccccc3C(=O)O)ccc21 ?
aSyn tox rescue: -3.5%

How did COc1ccc(OC)c(C2C(C(=O)Nc3ccc(C)cc3C)=C(C)Nc3c(C(=O)Nc4ccc(F)cc4)cnn32)c1 (stereo unspecified) do in these assays?
aSyn tox rescue: 4.5%

What do the screens show for `CC(NC(=O)c1c2c(nc3ccccc13)C(=O)N(C1CCCCC1)C2)c1ccccc1` (stereo unspecified)?
aSyn tox rescue: -3.8%

How did CC(C)c1ccc(S(=O)(=O)N2CCN(C(=O)CN3C(=O)NC(C)(c4ccccc4)C3=O)CC2)cc1 (stereo unspecified) do in these assays?
aSyn tox rescue: 13.3%

How did COc1ccc(-c2nc(CSCC(=O)N3CCN(c4ccc(F)cc4)CC3)c(C)o2)cc1 do in these assays?
aSyn tox rescue: 3.3%

How did C=CCNC(=O)C1COc2ccccc2O1 (stereo unspecified) do in these assays?
aSyn tox rescue: -4.6%

Results for COc1ccc(F)cc1NC(=O)C1CCN(c2nc(-c3ccc(OC)c(OC)c3)no2)CC1 ?
aSyn tox rescue: -5.1%

What do the screens show for `CCCn1c(N)c(N(CCOC)C(=O)c2c(CC)noc2C)c(=O)[nH]c1=O`?
aSyn tox rescue: 4.4%

What do the screens show for `COc1ccc(OC)c(NC(=O)C2CCN(S(=O)(=O)c3ccc(C)cc3)CC2)c1`?
aSyn tox rescue: 0.9%

How did CC1CN(C(=O)Nc2ccc(C(=O)NCc3ccccc3F)cc2)c2ccccc2S1 (stereo unspecified) do in these assays?
aSyn tox rescue: 0.2%

What do the screens show for `O=C(CSc1nccn(-c2ccc3c(c2)OCCO3)c1=O)Nc1ccccc1`?
aSyn tox rescue: 2.8%

How did COc1ccc(Cl)cc1Nc1nc2ccc(C(=O)c3ccccc3)cc2n2cnnc12 do in these assays?
aSyn tox rescue: -8.7%

What do the screens show for `O=C(Nc1ccc(Br)cc1)c1cccc(C(=O)Nc2ccc(Br)cc2)c1`?
aSyn tox rescue: -1.8%

What do the screens show for `CN1CCN(S(=O)(=O)c2ccc(F)cc2)CC1`?
aSyn tox rescue: -4.7%

What do the screens show for `Cc1cccc(C(=O)Nc2cccc(C(=O)OCc3cc(=O)n4nc(C(C)C)sc4n3)c2)c1`?
aSyn tox rescue: -7.0%

What do the screens show for `O=Nc1ccc(NO)c2ccccc12`?
aSyn tox rescue: -1.6%

How did CCOC(=O)N1CCC(NC(=O)c2ccc3c(c2)ncn3C2CCCC2)CC1 do in these assays?
aSyn tox rescue: -0.6%

What do the screens show for `NS(=O)(=O)c1cccc(NC(=O)c2cccc(-c3ccc(O)cc3)c2)c1`?
aSyn tox rescue: -5.6%

How did O=C(COC(=O)c1ccco1)Nc1nnc(-c2ccccc2)o1 do in these assays?
aSyn tox rescue: -1.3%

Results for COc1ccccc1-c1nc2n(n1)C(c1ccccc1Cl)C(C(=O)Nc1cccnc1)=C(C)N2 (stereo unspecified) ?
aSyn tox rescue: -8.1%

What do the screens show for `O=c1cn[nH]c2ccccc12`?
aSyn tox rescue: 4.6%

How did COc1cccc(/C=C2\CCc3ccccc3C2=O)c1 do in these assays?
aSyn tox rescue: -16.6%

What do the screens show for `CC(=O)Nc1ccc(NC(=O)C(C)OC(=O)c2ccc3c(c2)OCCO3)cc1` (stereo unspecified)?
aSyn tox rescue: -7.9%

How did O=C(N/N=C/c1ccc(Cl)cc1)c1ccc2nc[nH]c2c1 do in these assays?
aSyn tox rescue: -7.0%

How did CCOC(=O)c1ccc(CN(Cc2ccc(F)cc2)S(=O)(=O)c2cc(C(=O)Nc3ccccc3CC)ccc2F)cc1 do in these assays?
aSyn tox rescue: -0.6%

How did CN(Cc1ccc(F)cc1)C(=O)CN1CCN(S(=O)(=O)c2ccc3c(c2)OCCCO3)CC1 do in these assays?
aSyn tox rescue: 13.1%

Results for CCOC(=O)C1CCN(C(=O)CNC(=O)Cn2c(C)cc3ccccc3c2=O)CC1 ?
aSyn tox rescue: 6.5%

Results for O=C(NCc1ccccc1)c1ccc2c(c1)nc1n2CCOC1 ?
aSyn tox rescue: 7.2%

What do the screens show for `CC(C)Oc1cccc(C(=O)Nc2ccc3oc(-c4ccccc4)nc3c2)c1`?
aSyn tox rescue: 17.2%

How did CCc1nc2oc3ccccc3c(=O)c2c(=O)n1-c1ccc(C)cc1 do in these assays?
aSyn tox rescue: -3.5%

What do the screens show for `COc1ccccc1/C=C/c1nc(C#N)c(NC2CCCCC2)o1`?
aSyn tox rescue: -9.7%

How did COc1ccc(CNC(=O)C2CCN(S(=O)(=O)c3ccc4nc5c(c(C(=O)O)c4c3)CC(C)CC5)CC2)cc1 (stereo unspecified) do in these assays?
aSyn tox rescue: 1.9%

Results for CN1C(=S)SC(/[N+]([O-])=C/c2ccc(Cl)cc2)C1(C)C (stereo unspecified) ?
aSyn tox rescue: 4.9%

How did CC(OC(=O)Cn1cnc2c1c(=O)n(C)c(=O)n2C)C(=O)N(C)c1ccccc1 (stereo unspecified) do in these assays?
aSyn tox rescue: -5.5%

Results for CCCCC(=O)N1C(C)CCC1C (stereo unspecified) ?
aSyn tox rescue: 3.8%

How did Cc1oc(-c2ccc(C(=O)NCc3ccc(Cl)cc3)cc2)nc1CS(=O)(=O)c1ccccc1 do in these assays?
aSyn tox rescue: -15.2%

Results for Cc1cc(C)c2c(NC(=O)c3ccccc3)c(C(=O)Nc3ccc(F)cc3)sc2n1 ?
aSyn tox rescue: -6.4%

Results for COc1cccc(-c2cc(C(F)(F)F)c(C#N)c(=O)[nH]2)c1 ?
aSyn tox rescue: 4.5%

How did O=[N+]([O-])c1ccc(O)c(/C=N/n2cnnc2)c1 do in these assays?
aSyn tox rescue: -19.0%

What do the screens show for `Clc1ccccc1Cc1cn2cc(-c3ccccc3)nc2s1`?
aSyn tox rescue: -7.8%

What do the screens show for `Cc1ccc(NC(=O)N2CCC(CN3CCC(C)CC3)CC2)cc1F`?
aSyn tox rescue: -3.2%

How did Cc1ccc(S(=O)(=O)N2C[C@H]3[C@H]4C(=O)N(c5ccccc5)C(=O)[C@H]4C[C@H](OC(=O)NC4CCCC4)[C@@]3(O)C2)cc1 do in these assays?
aSyn tox rescue: 0.5%

What do the screens show for `Cc1ccc(-c2nn3c(=O)cc(CN4CCN(C(=O)c5ccc(C(C)(C)C)cc5)CC4)nc3s2)cc1`?
aSyn tox rescue: 7.7%

How did COCCOC(=O)c1[nH]c2c(c1C)C(=O)CC(c1ccc(F)cc1)C2 (stereo unspecified) do in these assays?
aSyn tox rescue: -4.8%

Results for CC1=C(C(=O)N2CCOCC2)CC(CC(=O)NC2CCCC2)C(=O)N1Cc1ccc(C(C)(C)C)cc1 (stereo unspecified) ?
aSyn tox rescue: 8.9%

What do the screens show for `O=C(CSc1nnc(-c2ccccc2F)o1)NC1CCCCC1`?
aSyn tox rescue: -7.5%

Results for Cc1ccc(-c2ccc(CN3C(CC(C)C)C(=O)N(Cc4cn(CCC5OCCCO5)nn4)CCS3(=O)=O)cc2)cc1 (stereo unspecified) ?
aSyn tox rescue: 1.5%

Results for CCOc1ccc2oc(=O)cc(CN3CCN(C(=O)c4cccc(Cl)c4)CC3)c2c1 ?
aSyn tox rescue: -6.6%

How did Cc1cccc(CCNC(=O)CCS(=O)(=O)c2cc3c(cc2C)NC(=O)CO3)c1 do in these assays?
aSyn tox rescue: -7.9%&-17.7%

How did COc1ccccc1C(CC(=O)N1CCCC1)c1ccc2c(c1)OCO2 (stereo unspecified) do in these assays?
aSyn tox rescue: -4.6%

Results for Cc1ccc(Cn2nnnc2CN2CCC(NC(=O)C(C)(C)C)CC2)cc1 ?
aSyn tox rescue: -4.0%

What do the screens show for `COc1ccc(-n2c(/C=C/c3cccc4ccccc34)nc3ccccc3c2=O)cc1Cl`?
aSyn tox rescue: -6.6%

What do the screens show for `CCOc1ccc(CNC(=O)c2ccc3c(c2)c(C)c(C)n3C)cc1`?
aSyn tox rescue: 27.5%

Results for COc1ccccc1NC(=O)CSc1ccc(-c2cccs2)nn1 ?
aSyn tox rescue: -13.6%

Results for COc1cc(/C=C/C(=O)O)cc(Br)c1O ?
aSyn tox rescue: 8.5%

Results for CN(C)S(=O)(=O)c1ccc(C(=O)NCCN=C2NS(=O)(=O)c3ccccc32)cc1 ?
aSyn tox rescue: 3.9%

How did Cc1cc2oc(C(=O)NCCc3ccc(S(N)(=O)=O)cc3)cc(=O)c2cc1C do in these assays?
aSyn tox rescue: 3.1%

High-throughput results from PubChem BioAssay.
